M4 antag: blocks acetylcholine activation of human M4 receptor. P08173. CHO-hM4 cells, ACh EC80, Fluo-8 calcium fluorescence. inhibition, % at 3 µM. 360,000 compounds, 0.73% hits. AID 624125;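 active = inhibition above its plate's cutoff, the mean inhibition of sample wells plus 3 SD, cut at about 27% in these data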;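 note: 0% = acetylcholine EC80 with DMSO and 100% = DMSO without agonist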
Target sequence (P08173 whole entry, looked up): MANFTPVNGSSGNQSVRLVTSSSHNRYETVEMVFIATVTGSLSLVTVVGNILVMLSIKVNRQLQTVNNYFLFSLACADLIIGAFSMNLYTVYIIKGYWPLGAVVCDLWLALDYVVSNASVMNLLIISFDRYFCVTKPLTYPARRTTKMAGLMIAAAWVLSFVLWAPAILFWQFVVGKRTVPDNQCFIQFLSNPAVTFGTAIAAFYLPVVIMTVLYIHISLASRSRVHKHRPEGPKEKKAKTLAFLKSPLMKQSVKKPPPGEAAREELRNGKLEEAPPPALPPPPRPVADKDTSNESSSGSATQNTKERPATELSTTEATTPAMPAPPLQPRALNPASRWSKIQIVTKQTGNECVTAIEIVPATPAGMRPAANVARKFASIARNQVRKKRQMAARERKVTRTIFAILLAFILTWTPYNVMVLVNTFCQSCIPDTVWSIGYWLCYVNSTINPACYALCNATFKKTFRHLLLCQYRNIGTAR
CRFR2-BP ag: CRF-BP/CRF-R2 complex agonism; HEK293 CRF-R2/CRF-BP, calcium dye fluorescence (FLIPR); percent of saturating CRF peptide response; activation, % at 13.2 µM; 350,000 compounds, 0.46% hits;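 active = activation of at least 50%, plus an integration ratio under a set limit after plate pattern correction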;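 note: plate controls were neutral control wells without compound for no effect and CRF at EC100 for full effect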
CHRM1 antagonist: antagonists of human M1 muscarinic receptor; inhibition, % at 3 µM; CHO-K1 hM1, Fluo-8 calcium fluorescence, ACh EC80 antagonist; 360,000 compounds, 1.3% hits; P11229; AID 588852;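 active = percent inhibition above its own plate's cutoff, namely the mean of that plate's compound wells plus 3 SD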;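 note: peak over basal fluorescence ratio during 140 s after agonist addition; 0% = ACh EC80 plus DMSO and 100% = DMSO alone without agonist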
M5 ag: CHRM5 agonism in calcium assay; P08912; CHO-K1 hM5 cells, Fluo-8 calcium fluorescence; 0% DMSO wells, 100% maximal acetylcholine response; AID 624037; activation, % at 3 µM; 360,000 compounds, 0.19% hits;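 active = activation above the run's mean over test compounds plus 3 SD, cut at about 23% in these data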;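 note: signal is peak over basal fluorescence ratio across the kinetic read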
Target sequence (P08912 whole entry, looked up): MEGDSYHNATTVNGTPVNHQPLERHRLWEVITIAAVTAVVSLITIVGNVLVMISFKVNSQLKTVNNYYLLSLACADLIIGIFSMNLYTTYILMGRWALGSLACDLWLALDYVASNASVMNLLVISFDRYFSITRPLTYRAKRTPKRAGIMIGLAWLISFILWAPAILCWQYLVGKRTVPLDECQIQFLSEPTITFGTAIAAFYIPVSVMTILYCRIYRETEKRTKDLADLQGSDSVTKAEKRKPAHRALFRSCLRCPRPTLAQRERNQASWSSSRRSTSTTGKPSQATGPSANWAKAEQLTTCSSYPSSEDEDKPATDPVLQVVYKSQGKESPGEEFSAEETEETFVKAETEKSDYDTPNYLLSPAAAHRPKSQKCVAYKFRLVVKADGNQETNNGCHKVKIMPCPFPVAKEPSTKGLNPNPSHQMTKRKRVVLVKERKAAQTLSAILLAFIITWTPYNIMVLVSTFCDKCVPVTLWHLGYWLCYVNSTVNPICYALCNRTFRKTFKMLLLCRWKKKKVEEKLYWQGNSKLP
CHRM5 antagonist: antagonists of human muscarinic M5 receptor (CHRM5) | P08912 | CHO-hM5 cells, Fluo-8 calcium fluorescence, ACh EC80 | inhibition, % at 3 µM | 360,000 compounds, 0.59% hits | AID 624040;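 active = inhibition above a per-plate cutoff, the mean of that plate's test compounds plus 3 SD, cut at about 27% in these data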;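 note: 0% = acetylcholine EC80 with DMSO and 100% = DMSO without agonist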
M4 PAM: CHRM4 positive allosteric modulation; 360,000 compounds, 0.4% hits; P08173; activation, % at 3 µM; CHO-K1 hM4/Gqi5, Fluo-8 calcium fluorescence, ACh EC20; 0% = ACh EC20, 100% = maximal ACh;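 active = activation above its plate's cutoff, the mean activation of sample wells plus 3 SD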; note: some results filed as inactive read as strong as hits
CHRM4 agonist: CHRM4 agonism in calcium assay | P08173 | CHO-K1 hM4/Gqi5, Fluo-8 calcium fluorescence; vehicle 0%, full acetylcholine response 100% | activation, % at 3 µM | 360,000 compounds, 0.14% hits | AID 624127;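 active = activation above the run mean over all test wells plus 3 SD, cut at about 32% in these data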;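 note: peak over basal fluorescence ratio per well then scaled between controls; 0% = DMSO wells and 100% = acetylcholine at EC100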
M1 PAM: human CHRM1 positive allosteric modulation; P11229; CHO-K1 hM1, Fluo-8 calcium fluorescence, ACh EC20; 0% = ACh EC20, 100% = maximal ACh; activation, % at 3 µM; 360,000 compounds, 0.088% hits; in the data active = activation above about 19%, passing the limit was not always enough
M5 PAM: CHRM5 positive allosteric modulation. P08912. AID 624038. 360,000 compounds, 0.3% hits. CHO-K1 hM5, Fluo-8 calcium, ACh EC20 PAM; 0% = ACh EC20, 100% = ACh EC100. activation, % at 3 µM;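 active = activation above the run cutoff, the mean activation of all test compounds plus 3 SD, cut at about 18% in these data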
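Probe or stimulus: acetylcholine, EC20 level; Assay system: human M5 receptor in CHO-K1 cells; Schedule: compound preincubation 140 s before EC20 acetylcholine addition; Technique: intracellular calcium via Fluo-8 fluorescence; Dosing: single-point, 3 µM nominal; Read-out basis: percent activation from peak-over-basal fluorescence ratio, scaled EC20-to-EC100 acetylcholine; Repeats: one well per compound, no replicates.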
The depositor's hits bear a star; x = no result given.

SMILES	M4 antag	CRFR2-BP ag	CHRM1 antagonist	M5 ag	CHRM5 antagonist	M4 PAM	CHRM4 agonist	M1 PAM	M5 PAM
CC(C)CC1NC(=O)N(CC(=O)Nc2ccccc2-c2ccccc2)C1=O (stereo not given)	4	-1.0	-6	1	4	-15	11	3	-8
COc1cc(CN2C[C@@H](CO)O[C@@H](n3cnc4c(N5CCCC5)ncnc43)C2)cc(OC)c1OC	-15	x	-16	-1	-4	3	1	10	0
CC(=O)Nc1ccc(NC(=O)C2CCCN2C(=O)Nc2ccccc2[N+](=O)[O-])cc1 (stereo not given)	0	-0.3	-21	2	-2	3	3	3	6
O=C(NCc1cccs1)c1ccc(Br)o1	-2	2.0	2	-1	-5	10	1	-1	8
O=S1(=O)N=C(Oc2cccc3ccccc23)c2ccccc21	6	-1.1	-8	1	-2	2	3	11	2
COC(=O)c1ccccc1NC(=O)c1ccc2c(c1)OCCO2	-7	6.6	-8	-6	-8	0	0	5	6
COc1cccc(NC(=S)NNC(=O)Cn2nc(C(F)F)cc2C(F)F)c1	-7	-1.8	-2	1	-11	5	1	6	3
COc1ccc(-c2nc(-c3ccccc3)c(-c3cccs3)[nH]2)cc1OC	-4	-6.8	2	-2	12	3	7	-4	-6
Cc1ccc2nc(N3CCN(CCO)CC3)nc(-c3ccccc3)c2c1	8	-5.6	-6	-4	8	-3	3	5	1
CCN(CC)C(=O)C1CCCN(Cc2cccc(Oc3ccccc3)c2)C1 (stereo not given)	-1	-1.3	-8	-12	0	-12	10	2	-7
O=C(NNC(=O)c1ccc(F)c(S(=O)(=O)N2CCOCC2)c1)c1ccc([N+](=O)[O-])cc1	-21	3.2	-9	-2	0	8	1	8	-12
N#CCCn1cc(C(=O)O)c(-c2cccs2)n1	-4	-0.3	-2	-4	10	2	2	0	-5
Cc1ccn(CC(=O)N/N=C/c2cc([N+](=O)[O-])ccc2O)n1	1	-1.2	-17	-1	1	13	0	21	-7
O=c1[nH]c(CN2CCN(c3ccccc3O)CC2)nc2scc(-c3ccccc3Cl)c12	14	7.4	-5	6	3	-5	9	5	3
O=C(Nc1ccccc1)c1cc(-c2ccccc2Cl)no1	-14	1.9	-10	-4	-5	8	4	-3	-8
C=CCn1c(C(C)NC(=O)c2cccs2)n[nH]c1=S (stereo not given)	-12	-0.2	7	-1	-4	12	0	-1	3
COc1ccc(NC(C)=O)cc1NC(=O)CSc1nnc(C2CCCCC2)n1N	4	0.9	-4	-5	15	2	0	5	0
CC1(C(=O)Nc2ccccc2)Cc2c(-c3ccc4c(c3)OCO4)ccnc2O1 (stereo not given)	-2	x	-8	-1	4	1	0	7	-4
O=C(CNC(=O)c1ccc(Br)cc1)OC1CCOC1=O (stereo not given)	-1	-0.3	-8	2	4	6	1	7	2
C/C(=N\NC(=O)c1nnn(-c2nonc2N)c1CN1CCCCC1)c1ccccc1O	3	0.5	-9	-4	7	3	2	3	-5
CN(Cc1ccco1)C(=O)Cn1ncc2c([nH]c3ccccc32)c1=O	2	-1.2	-5	0	15	0	5	-3	-4
O=C(CN1C(=O)CC(c2ccco2)Sc2ccccc21)Nc1ccccc1F (stereo not given)	-9	-0.8	-20	-1	3	4	4	14	-7
Cc1ccccc1N1C(=O)c2sc3nc4c(c(=O)n3c2C1=O)CCC4	-1	0.7	6	1	7	8	2	3	-5
CCc1ccc(N2CC(C(=O)OCC(=O)Nc3cc(C)on3)CC2=O)cc1 (stereo not given)	-1	1.2	-18	-1	1	8	0	12	0
Cc1nn(CC(C)C)c(Cl)c1C(=O)NCC1CCCO1 (stereo not given)	-23	-0.3	-9	-2	-4	2	1	2	0

Limited to M1 PAM, for two of the compounds above:
SMILES	M1 PAM
CC(=O)Nc1ccc(NC(=O)C2CCCN2C(=O)Nc2ccccc2[N+](=O)[O-])cc1 (stereo not given)	3
Cc1ccn(CC(=O)N/N=C/c2cc([N+](=O)[O-])ccc2O)n1	21

Remaining list, next part
SMILES	M4 antag	CRFR2-BP ag	CHRM1 antagonist	M5 ag	CHRM5 antagonist	M4 PAM	CHRM4 agonist	M1 PAM	M5 PAM
Cc1nc(NC(=O)c2ccccc2)sc1-c1csc(Nc2ccc(C(=O)O)cc2)n1	-4	-7.0	-10	1	10	6	1	5	0
CCNC(=O)C1(C)CCCN(C(=O)c2cc(OC)ccc2Br)C1 (stereo not given)	-6	x	-8	2	-3	3	0	7	1
Cc1cc(C(=O)Nc2ccc(OCc3ccccc3)cc2)c(C)o1	-2	-3.3	-3	5	10	-9	1	5	-4
COC(CN(C(=O)CCl)C(C(=O)NC1CCCCC1)c1ccc(C)cc1)OC (stereo not given)	1	-0.7	-2	0	-1	10	1	5	-1
CCOc1cc(-c2cc(-c3ccc(OC)cc3)nc(N)c2C#N)ccc1O	15	-1.4	3	-4	3	-13	2	-2	-7
COCc1c(C(=O)N/N=C/c2cccc3ccccc23)nnn1-c1nonc1N	-2	1.6	2	0	4	-2	2	3	0
Cc1cc([N+](=O)[O-])nn1CC(=O)N1CCOCC1	-10	1.5	-6	1	-4	-1	0	4	12
CC(=O)Nc1ccc(SC(C)C(=O)NC(N)=O)cc1 (stereo not given)	1	-2.3	0	1	-2	3	0	8	2
NC(=O)CC(NC(=O)Cc1ccc(Br)cc1)c1ccc(N2CCC(Br)CC2)c([N+](=O)[O-])c1 (stereo not given)	-4	-2.0	1	0	10	9	1	3	0
O=S(=O)(NCc1cn2ccccc2n1)c1cccs1	1	-0.8	-22	0	-3	5	1	4	7
COc1ccc(-c2nn(-c3ccccc3)cc2CO)cc1	2	-1.2	-2	2	15	-1	8	5	-8
Cc1cc(NC(=O)CSc2nc3cc(Cl)ccc3o2)no1	-9	0.7	-6	1	1	1	0	4	-1
CCOC(=O)CC1(NC(=O)C2CCC(=O)N(CCc3ccc(OC)cc3)C2)CCCCC1 (stereo not given)	-19	-2.6	0	1	-7	-4	0	-1	1
COC(=O)Nc1nnc(Cc2ccc(Cl)cc2)s1	9	-0.2	6	-1	15	3	1	-1	-9
Cc1ccc(C)c(S(=O)(=O)/N=C2\C=C(NS(=O)(=O)c3ccccc3)C(=O)c3ccccc32)c1	-19	-1.4	-1	-1	7	4	2	7	-2
COC(=O)C1=C(C)n2nnnc2NC1c1cc2ccccc2o1 (stereo not given)	-1	0.3	-5	-2	0	-2	-1	5	1
CC1OC(COCc2ccccc2)Cc2[nH][nH]c(=O)c21 (stereo not given)	-5	x	x	3	5	5	1	x	0
CCOC(=O)N1CCC(NC(=O)CS(=O)(=O)Cc2nc(-c3ccc(C)cc3)oc2C)CC1	-10	-3.0	19	2	7	-10	18	-14	-13
O=C(CCc1c[nH]c2ccccc12)OCC(=O)N1CCN(S(=O)(=O)c2ccccc2)CC1	5	-0.4	-3	5	11	-4	12	2	-8
CCOC(=O)N1CCN(C(=S)Nc2ccccc2C)CC1	7	-2.2	9	5	0	-2	-1	-6	-2
Cc1ccc(S(=O)(=O)N2CCc3ccccc3C2)cc1	-14	0.0	-24	1	-7	-1	0	14	0
C/C(=N\NC(=O)c1ccccc1Br)c1ccc(N2CCOCC2)cc1	-5	-0.7	2	-2	3	0	1	1	-8
O=c1[nH]cnc2nn(-c3ccccc3)nc12	4	0.2	-28	1	-3	1	0	6	7
CCOc1ccc(OCC)c(-c2c(=O)n(OCc3ccc(Cl)cc3)c3ccccc3[n+]2[O-])c1	0	9.4	-7	-4	-3	-8	6	3	-5
COC(=O)c1n[nH]n(-c2ccc(F)c(Cl)c2)c1=O	1	-0.3	-7	2	-2	-5	1	3	1

(further entries)
SMILES	M4 antag	CRFR2-BP ag	CHRM1 antagonist	M5 ag	CHRM5 antagonist	M4 PAM	CHRM4 agonist	M1 PAM	M5 PAM
COc1ccc(-c2noc(CNC(=O)c3ccoc3C)n2)cc1	-2	1.4	-10	1	4	4	4	19	3
COC(=O)c1ccc(C(=O)OC)c(NC(=S)N2CCN(c3ccc(F)cc3)CC2)c1	8	-0.4	-9	-2	-1	-16	0	4	-6
CN(C)c1ccc(/C=C/c2cc[n+](C)cc2)cc1	-3	33	-4	1	7	1	6	8	-2
COc1ccc(NC(=O)c2ccc3c(c2)C(=O)N(Cc2cccnc2)C3=O)c(OC)c1	11	-3.3	-2	0	13	1	0	3	-2
Cc1ccc(NC(=O)CN2C(=O)S/C(=C\c3ccccn3)C2=O)cc1	-7	0.3	-7	-2	-5	8	2	13	-3
O=S(=O)(O)c1ccc(Cl)c(Cl)c1	10	-3.4	7	4	16	-3	9	-4	-8
CCCn1c(N)c(N(CCOC)C(=O)COC(=O)CSc2cc(C)c3ccccc3n2)c(=O)[nH]c1=O	3	-1.3	-16	-4	-4	-3	0	9	8
CS(=O)(=O)N(CC(=O)N1CCN(c2ccccc2F)CC1)c1cccc(C(F)(F)F)c1	5	-2.2	-6	1	-3	0	5	-6	-3
Cc1ccc(S(=O)(=O)NC2=NCN(CCOC(=O)c3ccccc3)CN2)cc1	-8	-1.6	-1	4	0	7	1	8	1
Cc1ccc(Cn2c(CCCO)nc3ccccc32)cc1	5	-2.6	-5	-5	4	-4	2	-4	-3
CCN(C)C1CN(Cc2cn(Cc3ccc(Cl)cc3)nn2)S(=O)(=O)C1 (stereo not given)	-7	x	x	1	-8	-1	1	x	2
CCOC(=O)c1sc(NC(=S)NC(=O)c2cccc(Cl)c2)c(C(=O)OCC)c1C	8	1.6	-16	0	4	0	0	2	0
O=C1/C(=C/c2ccncc2)SC(=S)N1Nc1ccccc1	0	0.6	-3	3	7	-4	3	5	-7
N=C(N)SCc1ccc(O)c([N+](=O)[O-])c1	5	1.3	6	1	10	0	0	3	-2
COc1ccc2[nH]c3c(c2c1)CCN1C(=O)C(CC(=O)NCCC2=CCCCC2)C[C@H](C(=O)N2CCOCC2)[C@@]31C (stereo not given in full)	6	-1.4	-7	-1	1	-1	-1	3	-3
CN(Cc1cccc(Cl)c1Cl)C(=O)c1cccc(S(=O)(=O)N2CCN(Cc3ccccc3)CC2)c1	13	4.2	21	-4	22	-11	12	-6	-8
O=C(Oc1ccc(/C=N/NC(=O)c2ccco2)cc1)c1ccccc1	-12	-0.8	-17	1	-4	22	1	13	4
Cc1nc2ccc(Nc3nc4cc(S(=O)(=O)N5CCOCC5)ccc4o3)cc2s1	-11	5.1	-5	0	-6	3	2	7	1
N#Cc1ccsc1NC(=O)c1cnccn1	-18	1.5	-6	-2	-2	6	1	6	9
Cc1nc2c(sc3nc(N4CCOCC4)c4c(c32)CC(C)(C)OC4)c(-c2ccccc2)c1C(=O)O	10	6.6	-13	-4	13	-1	1	5	-14
CCOc1ccccc1NC(=O)CN(c1ccc(OC)cc1OC)S(=O)(=O)c1ccccc1[N+](=O)[O-]	-9	-0.1	5	-3	1	4	2	-8	-4
COc1ccc(C(=O)NCc2nnc(SCC(=O)NC3CCCCC3)n2C)cc1	8	-1.3	-24	-3	18	-2	0	24	-6

Assay outcomes deposited in PubChem by several laboratories.
